IDE cell inh: human IDE inhibitors in live cells, primary screen, fluorescence polarization, HEK cells, FAbetaB substrate; inhibition, % at 5.59 µM; Insulin-degrading enzyme (Homo sapiens), P14735; AID 434962, 2010; actives 0.41% (n = 320,000); FAbetaB cleavage;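 active = percent inhibition above the average of all tested compounds plus 3 SD, set per screening campaign, cut at about 16% in these data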;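 note: IDE supplied by intact live HEK cells; FP after avidin binding of uncleaved biotin substrate so inhibition keeps polarization high; 0% = DMSO wells and 100% = 60 µM reference IDE inhibitor Ii1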
p-CIP stab down: p/CIP-EGFP fusion destabilizers, primary screen, fluorescence, F442A cells. 16 h. actives 0.01% (n = 290,000). decrease of EGFP signal, % at 10 µM. Q05BA5;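 active = EGFP signal decrease of at least 30% at 10 µM or well 3 SD below plate mean, unless failing retest; inactive = the rest, including hits failing retest or dose response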; note: some compounds called inactive have numbers as strong as hits; many of its hits are not listed in these tables
GPR7 antag: GPR7 receptor antagonists, primary screen, cell-based, fluorescence, single concentration; GPR7-expressing cells, fluorescence antagonist assay; inhibition, % at 4.4 µM; actives 1.1% (n = 290,000); AID 1861, 2009; in the data active = inhibition above about 16%, passing the limit was not always enough;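 note: cells stimulated with the agonist NPW; 0% = agonist with vehicle and 100% = vehicle without agonist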
Target sequence (P48145 whole entry, looked up): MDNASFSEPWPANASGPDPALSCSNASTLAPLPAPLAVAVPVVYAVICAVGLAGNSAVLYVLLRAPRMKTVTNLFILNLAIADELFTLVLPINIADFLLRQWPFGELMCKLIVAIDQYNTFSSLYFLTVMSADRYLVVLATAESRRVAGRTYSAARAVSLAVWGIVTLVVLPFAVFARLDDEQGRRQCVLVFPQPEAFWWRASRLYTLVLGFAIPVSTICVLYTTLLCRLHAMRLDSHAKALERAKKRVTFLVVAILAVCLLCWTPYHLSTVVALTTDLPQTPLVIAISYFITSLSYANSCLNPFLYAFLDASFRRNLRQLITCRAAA
PfM18AAP inh: PfM18AAP inhibitors, malaria aminopeptidase, primary screen, biochemical, QFRET, recombinant enzyme | actives 1.2% (n = 290,000) | M18 aspartyl aminopeptidase (Plasmodium falciparum 3D7) | inhibition, % at 7.35 µM | H-Glu-NHMec fluorogenic cleavage;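 active = inhibition above the campaign mean inhibition over all tested compounds plus 3 SD, cut at about 28% in these data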;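 note: 0% = plate median of test compound wells and 100% = 2 mM ZnCl2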
VIM-2 inh: VIM-2 metallo-beta-lactamase inhibitors, primary screen, biochemical, epi-absorbance readout, Pseudomonas aeruginosa enzyme; purified VIM-2, nitrocefin hydrolysis, epi-absorbance fluorescence; actives 0.89% (n = 290,000); inhibition, % at 5.6 µM; AID 1527, 2009;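 active = inhibition above the mean of all tested compounds plus 3 SD, cutoff set per screening run, cut at about 7.5% in these data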;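 note: red hydrolysis product quenches plate fluorescence so inhibitors raise well fluorescence; 0% = enzyme with DMSO and 100% = DMSO without enzyme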
IDE act: human IDE activators in live cells, primary screen, fluorescence polarization, HEK cells, FAbeta-B substrate; actives 0.073% (n = 340,000); FAbeta-B cleavage; 0% vehicle, 100% cell-free pure enzyme wells; activation, % at 5.96 µM;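 active = activation above the mean of all tested compounds plus 3 SD, set per screening campaign, cut at about 17% in these data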
PHOSPHO1 block: PubChem AID 1565. recombinant PHOSPHO1, absorbance phosphatase assay. inhibition, % at 13.3 µM. actives 1.1% (n = 290,000); in the data active = inhibition above about 60%
Target sequence (Q8TCT1 whole entry, looked up): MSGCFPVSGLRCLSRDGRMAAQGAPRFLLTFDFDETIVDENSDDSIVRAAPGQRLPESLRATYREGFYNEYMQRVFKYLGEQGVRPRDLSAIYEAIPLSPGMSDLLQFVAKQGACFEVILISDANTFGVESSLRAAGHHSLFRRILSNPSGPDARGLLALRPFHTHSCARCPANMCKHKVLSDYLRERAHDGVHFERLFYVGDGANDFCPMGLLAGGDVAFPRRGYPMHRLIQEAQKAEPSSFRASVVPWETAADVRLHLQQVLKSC
NALP1 inh: NALP1 inflammasome inhibitors in reconstituted yeast, colorimetric, S. cerevisiae, triplicate retest. S. cerevisiae NALP1/ASC/caspase-1 growth, X-gal OD620, 72 h. inhibition, % at 10 µM. actives 0.61% (n = 280,000); in the data active = inhibition mostly above about 24%, no sharp cut-off; inactive = mostly below about 32%; note: some compounds called inactive have numbers as strong as hits
IMP-1 inhibitor: IMP-1 metallo-beta-lactamase inhibitors, primary screen, biochemical, epi-absorbance readout, Pseudomonas aeruginosa enzyme | metallo-beta-lactamase IMP-1 (Pseudomonas aeruginosa) | purified IMP-1, nitrocefin hydrolysis, epi-absorbance fluorescence | inhibition, % at 5.6 µM | actives 0.45% (n = 290,000) | AID 1556, 2009;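 active = inhibition above the mean plus 3 SD of all compounds in the same screening run, cut at about 4.5% in these data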;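 note: 0% = IMP-1 with DMSO and 100% = DMSO wells lacking enzyme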
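System: Purified recombinant IMP-1 metallo-beta-lactamase enzyme | Measured by: Fluorescence quenching readout, ex 480/em 530 nm | Replication: Singlicate | Incubation: 15 min preincubation plus 25 min reaction at 25 °C | Evaluation: Percent inhibition from optical density relative to buffer-blank wells | Benchmarks: DMSO with and without IMP-1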
An asterisk follows results filed as active; / = not tested or not shown.

SMILES	IDE cell inh	p-CIP stab down	GPR7 antag	PfM18AAP inh	VIM-2 inh	IDE act	PHOSPHO1 block	NALP1 inh	IMP-1 inhibitor
Cc1nc2sc(C(c3ccc(Cl)cc3)N3CCN(c4ccccc4F)CC3)c(O)n2n1 (configuration not stated)	5	-8	-6	0	-1.9	5	10	-6	-2.4
CC(NC(=O)[C@H](C)NC(=O)c1ccco1)c1ccc(S(N)(=O)=O)cc1 (some centres not stated)	0	2	-14	-10	0.2	1	-4	12	-1.6
CSc1ccc(CN2CCCCCC2)cc1	6	26	-8	-2	-1.7	9	/	-6	-1.0
NC(=O)c1ccccc1NC(=O)c1ccc2c(c1)OCO2	1	13	19	-8	2.0	3	/	11	0.4
COc1ccc(S(=O)(=O)Cc2ccc(C(=O)NCCc3cc(OC)ccc3OC)o2)cc1	-1	14	4	-9	-3.7	2	5	4	-3.6
CCNC(=S)Nc1ccc(Cl)cc1Cl	1	-6	-11	10	-2.7	6	18	24	-4.7
O=C(COc1ccccc1)NCc1nnc2c3ccccc3c(-c3ccccc3)nn12	5	-10	-9	3	18*	2	-14	32	1.6
Cc1cc(-c2n[nH]c(=S)n2/N=C/c2ccc(C)o2)n[nH]1	1	-8	-9	-6	-1.6	10	-121	-4	-3.6
C1CCc2c(nc3nnnn3c2N2CCOCC2)C1	4	15	-3	1	-0.6	4	18	13	-2.7
Cc1ccc(C(=O)NC23CC4CC(CC(C4)C2)C3)c(Cl)c1	7	6	-25	-2	-0.8	-1	10	11	0.0
CCOc1ccccc1-c1nnc(SCC(=O)NC2CC2)n1CC	3	4	-3	0	-2.4	-6	/	5	-2.8
Cc1ccc(NCC(=O)N=Nc2c(O)[nH]c3ccc([N+](=O)[O-])cc23)cc1	-1	7	-5	8	1.1	/	26	6	1.4
CC(=O)N1CCN(CC(=O)Nc2cc(S(=O)(=O)N3CCOCC3)ccc2C)CC1	3	-1	-2	4	-2.8	3	10	-12	-5.2
COc1ccc(Nc2nc(-c3cccs3)nc3ccccc23)cc1	10	-8	-8	0	-1.5	-5	-5	25	-4.9
O=c1c2ccccc2c(C=NCCCN2CCOCC2)c(O)n1Cc1ccc2c(c1)OCO2	3	-7	7	4	-0.8	3	15	-28	-3.5
COc1ccc(CN2C(=O)C(C)Oc3ccccc32)cc1 (configuration not stated)	4	-9	-9	6	-1.3	-2	8	17	-3.7
Cc1cc(C)c(C)c(Oc2ncnc(N)c2[N+](=O)[O-])c1	5	6	-15	-2	-0.1	4	13	22	-3.5
COc1ccc(/C=C(\NC(=O)c2ccc(C)cc2)C(=O)NCCCN2CCOCC2)cc1OC	-5	-7	-4	-6	-0.5	6	18	17	-2.1
CCN(CC)CCN(C(=O)C1=COCCO1)c1nc2cc(C)cc(C)c2s1	3	1	11	4	-0.6	1	34	20	-2.4
O=C(COc1ccc2ccccc2c1)N1CCN(c2ccccc2O)CC1	2	-3	-2	12	-2.2	0	20	7	-3.0
Fc1cccc(CN2CCN(C(=S)NCCc3ccccc3)CC2)c1	0	5	0	-2	-1.9	7	-30	1	-1.2
Cc1ccc(S(=O)(=O)Nc2c(Cl)c(Cl)c(O)c3ccccc23)cc1	9	-1	-2	18	2.6	/	9	21	-1.1
Cc1nn(Cc2ccccc2)c(Cl)c1/C=N/NC(=O)c1cccnc1	0	4	-3	1	-4.4	2	1	26	-2.5
Cc1onc(NC(=O)NC(=O)c2ccccc2F)c1Br	-1	9	-10	-3	-0.3	2	17	25	-0.8
CCOCCCn1c(=S)[nH]c2ncccc2c1=O	9	-7	-5	-2	-1.9	-2	17	-12	-0.3
O=C(c1cnsn1)N1CCCC(Nc2ccc(F)c(F)c2)C1 (configuration not stated)	3	-2	-7	-11	0.3	6	42	30	1.2
CN(C)C(=O)Cn1c(=O)n(C)c2ccccc21	-7	2	-8	-5	-2.9	5	6	-20	-3.2
CC1=CC=CC2=N/C(=N\S(=O)(=O)c3ccc(F)cc3F)c3ccccc3CN12	0	-7	-15	-1	-0.7	8	8	-4	-1.2
c1ccc(-n2ncc3c(N4CCC5(CC4)OCCO5)ncnc32)cc1	-3	-3	-8	-4	-1.9	4	3	12	-1.6
O=C(N=Nc1c(O)[nH]c2ccc([N+](=O)[O-])cc12)c1cc(-c2ccccc2Cl)nc2ccccc12	-3	-11	-15	3	-4.4	3	16	17	-3.2
CC(C)C(=O)Nc1c2c(nn1-c1ccc([N+](=O)[O-])cc1)CS(=O)(=O)C2	3	-9	-6	3	-3.8	1	16	11	-2.5
COc1ccc(NC(=O)c2cc(C)nn2-c2ccccc2)cc1	-1	-12	10	-15	-1.0	-2	20	17	1.4
O=C(CN1C(=O)c2ccccc2S1(=O)=O)Nc1cccnc1	-5	-2	-10	2	-3.8	3	-4	24	-2.3
COc1ccccc1NC(=O)c1ccc(NC(=O)CNC(=O)c2ccc(OC)c(OC)c2)cc1	2	-1	1	-5	-2.0	0	22	5	-3.8
CC(C)CC(=O)NC(=S)NNC(=O)c1cccc([N+](=O)[O-])c1	-6	-3	5	23	-4.3	3	-86	-26	-2.8
COC(=O)c1cc(=O)nc2sc3ccccc3n12	4	0	-3	-4	-4.8	2	-12	5	-2.1
COC(=O)C1(CCSC)NC(c2ccco2)C2C(=O)N(C)C(=O)C21 (configuration not stated)	3	-3	-6	-2	-1.6	6	-12	20	-3.0
COc1cccc(Sc2cc(N3CCOCC3)nc(-c3ccccc3)n2)c1	6	-21	-7	-5	-2.3	3	37	-16	-1.8
Cc1ccc(N2C(=O)CC(Cc3cc(C)cc(C)c3)C2=O)cc1 (configuration not stated)	1	-5	-9	2	-1.9	6	53	4	-3.2
Cc1cnc(C(=O)NCC(c2ccccc2)c2ccccc2)cn1	-4	17	-1	-5	-0.8	8	-16	4	-2.6
CC1N(C)c2cccc3cccc(c23)N1C	2	-4	-15	10	3.3	5	-12	4	-8.9
O=C(NCCN1CCCC1)c1ccc2c(c1)N(Cc1cccc(Cl)c1)C(=O)c1ccccc1S2(=O)=O	3	-5	13	-6	-0.9	0	33	28	-1.4
Cc1cc(=O)c(C(=O)O)nn1-c1ccccc1C(F)(F)F	7	-16	-9	-6	-0.8	0	24	-8	-5.5
CC(=O)Oc1ccc([N+](=O)[O-])cc1N1C(=O)c2ccccc2C1=O	-1	-2	-3	1	-3.2	9	-5	19	-4.0
O=C(O)c1c2c(nc3ccccc13)CCCCC2	0	7	-9	-2	-0.4	1	-4	27	-0.4
COc1ccc2nc(N(CCN(C)C)C(=O)c3ccc(C(=O)c4ccccc4)cc3)sc2c1	3	-20	-3	-1	-0.6	6	48	14	-2.5
CN1CCC(=NNC(=O)c2ccc(N(Cc3ccc(Cl)cc3)S(C)(=O)=O)cc2)CC1	8	-5	-4	2	-4.8	2	5	6	-4.6
Cc1nn(CCCC(=O)Nc2sc3c(c2C#N)CCC3)c(C)c1[N+](=O)[O-]	4	-11	-3	-10	-2.7	-9	28	18	-2.5
O=C(O)c1cc(=O)cc(C(=O)O)[nH]1	1	-6	-12	2	-3.5	5	-3	-12	-3.4
c1ccc(Cn2nnnc2C(c2cccs2)N2CCOCC2)cc1 (configuration not stated)	3	-10	-2	1	-3.9	3	-34	-5	-2.2
O=C(CC12CC3CC(CC(Br)(C3)C1)C2)Nc1nncs1	3	-5	-12	9	-1.4	4	15	-8	-4.6
Cc1ccc(S(=O)(=O)N2CCCC(C(=O)N(Cc3cccs3)C3CC3)C2)cc1 (configuration not stated)	8	-18	-12	1	-1.1	1	-14	-8	-3.3
CCCCN(C(=O)CC(c1ccccc1)c1ccccc1)c1c(N)n(CCC)c(=O)[nH]c1=O	4	-6	6	-3	-1.7	5	4	22	-2.9
O=C1/C(=C/C=C/c2ccco2)SC(=S)N1NS(=O)(=O)c1ccccc1	2	-8	-1	26	1.4	-5	-21	/	-1.9
CCn1c(C)[n+](Cc2ccccc2)c2ccc(Cl)cc21	0	16	1	3	-5.0	2	-8	9	-2.6
O=C1ON=C(c2ccccc2)/C1=C/c1ccc(O)cc1	-1	-6	-9	-10	6.5	-3	24	10	-4.5
COCCCn1nnnc1SCC(=O)N1c2ccccc2CC1C (configuration not stated)	-4	-15	-1	-9	-0.6	4	33	-6	-2.1
CCOC(=O)CC1C(=O)NCCN1S(=O)(=O)c1ccc(NC(C)=O)cc1 (configuration not stated)	-3	-10	-16	28*	-0.3	6	38	10	-2.9
CCN(CC)S(=O)(=O)c1ccc(N2CCOCC2)c(NC(=O)c2ccc(C#N)cc2)c1	4	-4	-12	6	-2.8	2	17	-3	-4.1
C/C(=N\NC(=O)c1nn(C)c(C)c1Br)c1ccc(NC(=O)c2ccccc2F)cc1	10	1	5	-9	-2.9	-5	6	25	-3.8

(more compounds)
SMILES	IDE cell inh	p-CIP stab down	GPR7 antag	PfM18AAP inh	VIM-2 inh	IDE act	PHOSPHO1 block	NALP1 inh	IMP-1 inhibitor
COc1cccc(Nc2nc(-c3ccccc3O)nc3ccccc23)c1	-6	8	11	-6	0.6	4	27	3	-2.1
COc1ccc(-c2cc(C(F)(F)F)c(C#N)c(=O)[nH]2)cc1	-6	-7	-5	-2	0.1	6	32	1	-2.8
Cc1cccc(C(=O)OCC(=O)N(C)c2ccccc2)c1C	6	-13	-1	-2	-0.8	-2	19	0	-3.1
NC(=O)c1cccnc1Nc1cccc([N+](=O)[O-])c1	4	-8	-8	-10	-0.7	7	21	2	-1.7
Cc1ncc(CO)c2c1Oc1nc(-c3ccccc3F)nc(SCC(=O)N(C)c3ccccc3)c1C2	10	7	-11	7	4.3	-4	-4	-17	2.5
CC[C@]1(c2ccccc2)C(=O)N(C(=O)OC)N1C(=O)OC	4	8	-10	3	-2.4	3	5	26	-4.0
CCOc1ccccc1N1CCN(C(=O)c2ccccc2SCC(=O)N2CCCC2)CC1	1	-11	-16	3	-1.4	-4	3	12	-1.9
Nn1c(Cc2cccc3ccccc23)nnc1SCn1nnc2ccccc2c1=O	9	-3	-3	11	-1.1	-2	87*	14	-2.6
Cc1ccc(-n2nc3c(=O)n(C(C)C(=O)NCCCc4ccccc4)nc(C)c3c2C)cc1 (configuration not stated)	0	3	-23	-3	-0.7	7	-9	0	-1.3
COc1cc(/C=C2\SC(=S)N(CCC(=O)Nc3ccccc3)C2=O)cc(OC)c1OC	-2	-18	0	4	-4.4	2	9	29*	-2.2
CCOC(=O)C1C(c2ccccc2)NC(=S)NC1(C)O (configuration not stated)	2	2	0	6	-1.8	0	-21	13	-3.1

Some of the entries so far, with values under each structure:
Values run as follows: IDE cell inh	p-CIP stab down	GPR7 antag	PfM18AAP inh	VIM-2 inh	IDE act	PHOSPHO1 block	NALP1 inh	IMP-1 inhibitor
- Nn1c(Cc2cccc3ccccc23)nnc1SCn1nnc2ccccc2c1=O
    9	-3	-3	11	-1.1	-2	87*	14	-2.6
- Cc1ccc(-n2nc3c(=O)n(C(C)C(=O)NCCCc4ccccc4)nc(C)c3c2C)cc1 (configuration not stated)
    0	3	-23	-3	-0.7	7	-9	0	-1.3
- COc1cc(/C=C2\SC(=S)N(CCC(=O)Nc3ccccc3)C2=O)cc(OC)c1OC
    -2	-18	0	4	-4.4	2	9	29*	-2.2
